Compound activity from PubChem.
NCI-60 one-dose screen, 48 h, at 10 µM unless noted. Numbers give growth in % (100 = growth as untreated, 0 = no growth, -100 = all killed).
LOX IMVI = LOX IMVI melanoma. hit rate 7.4% among 79,000. AID 1794757
SK-MEL-28 = SK-MEL-28 melanoma | AID 1794761 | hit rate 4.1% among 81,000
MALME-3M = MALME-3M melanoma; hit rate 5.8% among 78,000
UACC-257 = UACC-257 melanoma; hit rate 4.4% among 78,000
UACC-62 = UACC-62 melanoma. hit rate 5.4% among 81,000. AID 1794756
SK-MEL-2 = SK-MEL-2 melanoma; hit rate 4.7% among 77,000; AID 1794763
MDA-MB-435 = MDA-MB-435 melanoma | AID 1794794 | hit rate 7.8% among 82,000
SK-MEL-5 = SK-MEL-5 melanoma; hit rate 6.4% among 80,000; AID 1794755
Starred values were filed as active, the others as inactive; nt = no result given; & = joins results of further samples; [ ] = another dose, or the depositor's remark. The calls were made as follows: active = growth percent below 10; inactive = the rest.

Start of the listing, in advance (4 entries):
nr	SMILES	LOX IMVI	SK-MEL-28	MALME-3M	UACC-257	UACC-62	SK-MEL-2	MDA-MB-435	SK-MEL-5
1	c1csc(-c2ccc(CNc3c4ccccc4nc4ccccc34)cc2)c1	-91*	-86*	-82*	-37*	64	81	-83*	-91*
2	COc1cc(NCCCCC(C)N)c2nccc(C)c2c1 (configuration not stated)	93	99	98	107	91	105	106	88
3	CC12CCC3C(C)(CO)C(O)CCC3(C)C1CC(C1=CCOC1=O)O2 (configuration not stated)	100	113	101	104	97	103	107	98
4	COc1cc(/C=C2/C(=O)Nc3cc(Cl)ccc32)ccc1O	77	99	91	98	59	93	82	71

The listing, previewed entries included:
nr	SMILES	LOX IMVI	SK-MEL-28	MALME-3M	UACC-257	UACC-62	SK-MEL-2	MDA-MB-435	SK-MEL-5
1	c1csc(-c2ccc(CNc3c4ccccc4nc4ccccc34)cc2)c1	-91*	-86*	-82*	-37*	64	81	-83*	-91*
2	COc1cc(NCCCCC(C)N)c2nccc(C)c2c1 (configuration not stated)	93	99	98	107	91	105	106	88
3	CC12CCC3C(C)(CO)C(O)CCC3(C)C1CC(C1=CCOC1=O)O2 (configuration not stated)	100	113	101	104	97	103	107	98
4	COc1cc(/C=C2/C(=O)Nc3cc(Cl)ccc32)ccc1O	77	99	91	98	59	93	82	71
5	Cc1ccc(C(=O)Nc2ccccc2N)cc1	90	nt	nt	68	52	57	68	nt
6	Oc1ccc(C#CCOc2ccccc2)cc1CNCCN(Cc1ccccn1)Cc1ccccn1	3.5*	33	25	15	9.8*	61	33	1.9*
7	COc1ccc(C2=NN(c3nc(-c4ccc(F)cc4)c(C#N)c(=O)n3C)C(=O)CC2)cc1	102	nt	115	nt	nt	100	108	107
8	CC(C)OCCCNC1=C(Cl)C(=O)c2ccccc2C1=O	92	111	100	93	96	88	106	94
9	O=c1cc2oc3cc(O)c(O)cc3c(-c3ccccc3)c-2cc1O	102&58	102&74	104&90	109&81	94&54	106&77	98&55	98&58
10	C=C(CBr)[C@@H]1CC[C@]2(C(=O)OC)CC[C@]3(C)[C@H](CC[C@@H]4[C@@](C)(CCC#N)[C@H](C(=C)CBr)CC[C@]43C)[C@@H]12	nt	89	89	87	65	109	95	71
11	CCCCCCCCCCCCCCCCCCOc1ccc(CC(=O)NCC[N+](C)(C)C)cc1	92	89	92	87	76	89	98	102
12	Cc1nn(-c2ccccc2)c2nc(Cl)c(/C=C/C(=O)c3ccccc3)c(-c3ccccc3)c12	96	109	101	114	102	96	103	96
13	O=[N+]([O-])c1ccc(N=Nc2ccc(O)c3c(O)cc(S(=O)(=O)O)cc23)cc1S(=O)(=O)O	95	123	165	105	97	nt	107	116
14	COc1cc(C2C3=C(COC3=O)N(CCO)c3cc4c(cc32)CCC4)cc(OC)c1O (configuration not stated)	28	nt	55	36	40	89	-27*	12
15	CCOC(=O)c1c2c(cn1Cc1ccc(OC)c(OC)c1)-c1oncc1CC2	97	112	117	125	92	100	106	99
16	Oc1ccc(Cl)cc1Cc1cc(Cl)cc(Cl)c1O	20	31	-19*	74	-9.8*	37	15	5.5*
17	N#Cc1ccc(Cn2cc(CSc3nc4ccccc4s3)nn2)cc1	97	98	96	110	80	98	91	94
18	Nc1ccc2c(c1Br)Cc1ccccc1-2	91	121	nt	114	91	94	110	107
19	COc1ccc(-c2cc(-c3c[nH]c4ccccc34)nc(N)c2C#N)cc1	39	75	69	92	75	97	34	50
20	N#Cc1cnc(NCCc2ccncc2)nc1-n1cnc2ccccc21	41	81	69	102	48	35	69	80
21	COc1cc(CNCCCCCCN2C(=O)c3cccc4cccc(c34)C2=O)ccc1O	36	19	36	89	80	120	58	11
22	CC(=O)c1ccc(-n2c(Sc3nc(-c4ccccc4)c(C#N)c(=O)[nH]3)cn3c4c(=O)n(C)c(=O)n(C)c4nc23)cc1	93	111	100	107	90	101	105	99
23	COc1ccc(NC(=O)C2c3ccccc3C(=O)N(CC(C)C)C2c2cccs2)cc1 (configuration not stated)	86	105	113	97	89	102	103	89
24	Cc1ccnc(NS(=O)(=O)c2ccc(NC3Nc4nc5ccccc5nc4S3)cc2)n1 (configuration not stated)	91	106	97	102	95	110	106	87
25	C=C(C)[C@@H]1CC[C@]2(C(=O)NCCNCCNCCN)CC[C@]3(C)[C@H](CC[C@@H]4[C@@]5(C)CC[C@H](O)C(C)(C)[C@@H]5CC[C@]43C)[C@@H]12	-41*[100 µM]	-99*[100 µM]	-100*[100 µM]	-40*[100 µM]	-100*[100 µM]	-65*[100 µM]	-89*[100 µM]	-90*[100 µM]
26	Nc1nc(N)c(-c2ccc(Cl)c(Cl)c2)c(C=O)n1	86	100	100	70	58	98	56	97
27	COc1ccc(/C(Cl)=N/N=C(\Cl)c2cc(OC)c(OC)c(OC)c2)cc1O	79	111	92	90	76	99	106	88
28	CCOC(=O)CC[C@H](NC(=O)c1ccc(NC(=O)Cn2cnc3c(c(SC)nn3-c3ccc(Br)cc3)c2=O)cc1)C(=O)OCC	106	103	99	107	93	110	99	57
29	Cc1ccc2[nH]c(=S)[nH]c(=O)c2c1	96	111	102	101	103	111	101	100
30	C=C(C)[C@@H]1CC[C@]2(C(=O)N3CCN(C)CC3)CC[C@]3(C)[C@H](CC[C@@H]4[C@@]5(C)CC/C(=N/O)C(C)(C)[C@@H]5CC[C@]43C)[C@@H]12	87	102	82	98	84	99	100	78
31	C/C(=N/NC(N)=S)C(=O)O	75	103	102	61	100	118	86	102
32	Cc1nc(N)nc(N)c1-c1ccc([N+](=O)[O-])cc1	76	106	113	95	87	102	77	85
33	O=C(O)CCC(=O)c1ccc2c(c1)CCCC2	102&100	110&107	129&87	112&96	107&100	96	112&97	114&103
34	CNC1=C([N+](=O)[O-])C(c2ccc(F)cc2OC)C(C#N)=C(c2ccc[nH]2)O1 (configuration not stated)	102	105	113	109	87	107	97	96
35	CC1(C)Oc2cc3oc(=O)ccc3cc2C[C@@H]1OCCOS(=O)(=O)c1ccc(C#N)cc1	98	101	94	84	87	102	95	94
36	O=C(CC(=O)c1ccccc1O)c1ccccc1	77	99	115	96	91	131	102	78
37	NS(=O)(=O)c1ccc(C(=O)N2N=C(c3ccccc3)CC2c2ccccc2)cc1 (configuration not stated)	100	100	79	104	88	94	101	100
38	CN(CCC#N)c1ccc(/C=C(\C#N)c2ccc(Br)cc2)cc1	65	75	92	80	68	62	14	69
39	CO[C@@H]1[C@@H](OC(N)=O)[C@@H](O)[C@H](Oc2ccc3c(O)c(NC(=O)c4ccc(O)c(CC=C(C)C)c4)c(=O)oc3c2C)OC1(C)C	90	105	99	103	109	124	100	92
40	Cc1cc(C)nc(NS(=O)(=O)c2ccc(N)cc2)n1	101	110	109	95	nt	115	106	108
41	Cc1ccc(C(=Nc2ccccc2)N=P(c2ccccc2)(c2ccccc2)c2ccccc2)cc1	-83*	-49*	-68*	-17*	-78*	-52*	-76*	-97*
42	CCCCCN1C(=O)CCC1=O	102	110	90	99	99	103	102	102
43	O=C(NCc1ccccc1)C(=O)c1cn(Cc2ccc(Cn3cc(C(=O)C(=O)NCc4ccccc4)c4ccccc43)cc2)c2ccccc12	102	109	96	108	95	98	103	101
44	CCCCCSc1c(Cl)c(Cl)c(SCCCCC)c(Cl)c1Cl	99	109	98	91	97	97	113	100
45	Cc1ccc(OC2=C(C#N)C(=N)N3C(=NN2)Sc2c(C)ccc(C)c23)cc1	97	106	120	108	99	121	106	96
46	C=C(C)C(=O)N(C)c1cccc(-c2ccccc2)c1C	102	110	116	109	99	124	104	101
47	COc1ccc(-c2c[nH]c(C(=O)NCCO)c2-c2cc(OC)cc(OC)c2)cc1	93	98	97	107	82	105	95	93
48	COc1ccc2[nH]cc(CCNC(=O)CN3C(=O)/C(=C/c4cccs4)SC3=S)c2c1	97	105	105	116	90	109	101	100
49	COc1cc2cc(NC(=O)c3ccc(NCc4cnn(C)c4C)cc3)nc(C)c2cc1OC	64	83	58	101	50	81	68	48
50	O=C(NCc1ccccc1)c1cccnc1	91	123	123	nt	86	109	101	96

Three compounds drawn at random from those above:
nr	SMILES	LOX IMVI	SK-MEL-28	MALME-3M	UACC-257	UACC-62	SK-MEL-2	MDA-MB-435	SK-MEL-5
43	O=C(NCc1ccccc1)C(=O)c1cn(Cc2ccc(Cn3cc(C(=O)C(=O)NCc4ccccc4)c4ccccc43)cc2)c2ccccc12	102	109	96	108	95	98	103	101
44	CCCCCSc1c(Cl)c(Cl)c(SCCCCC)c(Cl)c1Cl	99	109	98	91	97	97	113	100
26	Nc1nc(N)c(-c2ccc(Cl)c(Cl)c2)c(C=O)n1	86	100	100	70	58	98	56	97

(further entries)
nr	SMILES	LOX IMVI	SK-MEL-28	MALME-3M	UACC-257	UACC-62	SK-MEL-2	MDA-MB-435	SK-MEL-5
51	O=C(c1ccc(Cl)cc1)C(Br)C(C[N+](=O)[O-])c1ccccc1 (configuration not stated)	97	120	92	102	103	113	109	95
52	CNCc1ccc(CNC)[nH]1	94	133	103	127	98	nt	99	129
53	Brc1ccc2[nH]c3ccc(Br)cc3c2c1	100	103	94	96	100	95	92	101
54	CN(Cc1ccccc1)Cc1ccc([N+](=O)[O-])cc1I	102	97	84	103	94	95	102	94
55	COc1c(O[C@@H]2OC[C@@H](O)[C@H](O)C2O)cc2oc3cc(O)c(CC=C(C)C)c(O)c3c(=O)c2c1CC=C(C)C (some centres not stated)	76	95	100	82	82	95	84	95
56	CNCc1cccc2c1OCCOCCOCCC(C)S(=O)(=O)c1ccc(cc1)-c1cnc(N)c(n1)C(=O)N2 (configuration not stated)	49	nt	75	51	61	75	43	79
57	CC(C)(C)C(OCc1cn([C@H]2C[C@@H](O)[C@@H](CO)O2)c(=O)[nH]c1=O)c1ccc(C#Cc2ccccc2)cc1[N+](=O)[O-] (some centres not stated)	88	99	105	91	70	92	98	nt
58	NC(=O)Nc1ccc2ncnc(Nc3cccc(O)c3)c2c1	101	114	121	100	105	nt	101	101
59	c1cc(OCC2CO2)cc(OCC2CO2)c1 (configuration not stated)	74	97	90	103	102	116	102	102
60	O=C1/C(=C/c2ccc(Cl)c(Cl)c2)CN(C(=O)C(Cl)Cl)C/C1=C\c1ccc(Cl)c(Cl)c1	-92*	-64*	-58*	-11*	-47*	-3.0*	-69*	-79*
61	CC(NC(=O)CI)C(=O)Nc1ccc(C(=O)O)c(O)c1 (configuration not stated)	99	94	120	91	97	114	98	99
62	Cc1ccc(S(=O)(=O)Oc2ccccc2[N+](=O)[O-])cc1	105	115	106	93	93	112	104	nt
63	NS(=O)(=O)c1cnccc1Oc1cccc2cccnc12	96	109	96	114	104	107	108	106
64	COc1cc(C2CC(c3cc(OC)c(OC)c(OC)c3)=NN2)ccc1Oc1nc2c(c(=O)n(C)c(=O)n2C)n1C (configuration not stated)	73	98	101	91	82	103	92	84
65	COc1cc(C2CC(C3C(=O)N(C)C(=O)N(C)C3=O)=NN2c2ccccc2)cc(OC)c1OC (configuration not stated)	101	106	111	95	90	107	111	96
66	O=C(C[n+]1ccc2ccccc2c1)c1ccc(Br)cc1	86	97	87	104	82	97	92	98
67	N#Cc1c(-c2ccc(Cl)cc2)nc(N=Nc2c(O)[nH]c3ccc(Br)cc23)nc1N1CCOCC1	85	101	95	100	94	106	102	97
68	CCCCNC(=O)NS(=O)(=O)c1ccc(N2N=C(c3ccc(F)cc3)CCC2=O)cc1	nt	106	nt	112	107	106	102	nt
69	O=C(CCCNC(=O)OCc1ccccc1)Oc1ccc([N+](=O)[O-])cc1	104	114	99	103	110	96	101	99

Compounds as they come; overall some 13% were active at least once.
